From PubChem
ERp5 block = ERp5 (human) disulfide isomerase inhibition | Q15084 | ERp5 insulin aggregation, absorbance 650 nm, 90 min | inhibition, % at 9.99 µM | 0.05% of 350,000 active;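 active means mean replicate inhibition above about 25%, with every replicate also reaching it, limit read from the data, passing the limit was not always enough; inconclusive means only one of those two criteria met; inactive means neither criterion met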
Target sequence (Q15084 whole entry, looked up): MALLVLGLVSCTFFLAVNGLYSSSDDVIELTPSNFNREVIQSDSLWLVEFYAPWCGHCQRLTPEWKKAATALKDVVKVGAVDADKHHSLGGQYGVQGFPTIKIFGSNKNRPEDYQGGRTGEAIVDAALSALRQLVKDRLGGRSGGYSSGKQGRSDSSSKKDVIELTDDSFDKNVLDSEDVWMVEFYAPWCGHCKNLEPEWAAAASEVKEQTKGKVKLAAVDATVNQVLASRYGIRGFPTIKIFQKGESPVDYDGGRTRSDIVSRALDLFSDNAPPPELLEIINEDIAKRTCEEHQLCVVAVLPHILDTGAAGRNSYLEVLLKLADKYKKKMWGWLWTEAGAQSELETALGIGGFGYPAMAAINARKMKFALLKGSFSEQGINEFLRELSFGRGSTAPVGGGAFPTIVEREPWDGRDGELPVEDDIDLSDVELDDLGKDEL
esBAF inh = blocks esBAF chromatin remodeling in mouse ES cells; 2% of 350,000 active; AID 602393; reporter increase, % at 12.5 µM; Bmi1-luciferase knock-in reporter, 24 h; 100% = twice the neutral-well signal; in the data active means activation above about 40%; inconclusive means no clear call, values can overlap the other calls;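 further: 0% = median of the plate's neutral control wells and 100% = double that signal; a rise in the Bmi1 reporter signal indicates esBAF inhibition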
Cneo AK release = Cryptococcus neoformans lysis via adenylate kinase release; C. neoformans lysis, adenylate kinase release luminescence, 4 h; normalised: neutral wells 0, clomiphene wells 100; lysis activity, % at 15 µM; 0.2% of 360,000 active; AID 651654;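 active means mean lysis activity across replicates of at least 80%, whatever share of replicates individually reach that level; inactive means mean lysis activity below 80%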
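Material – Cryptococcus neoformans yeast cells · Quantity – 5 × 10^6 yeast cells/mL · Buffer or medium – YPD medium · Compound – single dose · Timing – 4 h static compound exposure, 37 °C, read 1 h post-reagent · Signal – adenylate kinase release luminescence · Read-out basis – lysis from increased AK signal · Benchmarks – Clomiphene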
ARNT TACC3 PPI = ARNT/TACC3 interaction disruption; AlphaScreen His-ARNT PAS-B/GST-TACC3 binding, luminescence; TACC3 fragment carries E629A point mutation; inhibition, % at 9.99 µM; 0.66% of 390,000 active; Q9Y6A5;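 active means mean inhibition of replicates at least 50% and at least half of replicates each reaching 50%; inconclusive means half or more replicates reach 50% but mean below 50%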;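 further: 0% = complete ARNT plus TACC3 wells and 100% = ARNT alone without TACC3; many hits fall short of the cut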
SIRT5 block = inhibitors of human sirtuin-5 desuccinylase | Q9NXA8 | Purified SirT5, succinyl-peptide AMC, trypsin-coupled fluorescence | inhibition, % at 15 µM | 1.1% of 330,000 active | AID 652115; in the data active means inhibition above about 15%; inconclusive means no clear call, values can overlap the other calls
Target sequence (Q9NXA8 whole entry, looked up): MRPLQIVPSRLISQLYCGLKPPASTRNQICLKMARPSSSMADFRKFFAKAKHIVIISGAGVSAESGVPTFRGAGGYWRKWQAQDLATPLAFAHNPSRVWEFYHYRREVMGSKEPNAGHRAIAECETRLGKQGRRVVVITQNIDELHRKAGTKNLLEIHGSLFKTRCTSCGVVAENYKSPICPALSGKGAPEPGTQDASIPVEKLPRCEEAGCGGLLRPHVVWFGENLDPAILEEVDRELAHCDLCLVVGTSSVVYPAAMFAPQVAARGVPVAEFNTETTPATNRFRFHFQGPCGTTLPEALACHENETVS
Statin myotox sup = suppressors of simvastatin-induced myotoxicity in C2C12 myotubes; ATP luminescence, 48 h; scaled: DMSO 0, geranylgeraniol control 100; rescue of ATP level, % at 7.49 µM; 0.78% of 330,000 active; AID 602340;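 active means mean ATP rescue above about 67%, or every replicate alone reaching that limit, limit read from the data, passing the limit was not always enough; inconclusive means no clear call, values can overlap the other calls; inactive means mean under the limit and some replicate under it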;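 further: myotubes were challenged with 10 µM simvastatin during compound exposure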
miR122 inh = inhibitors of miR-122 in Huh7 cells | Huh7 miR-122 Renilla luciferase sensor, 48 h; neutral wells = 0, positive control = 100 | AID 602342 | activation (reporter increase), % at 12.5 µM | 0.3% of 340,000 active;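 active means mean replicate activation score at least 90 and every replicate individually at or above 90; inconclusive means only one of the two criteria met; inactive means neither criterion met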;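 further: higher luciferase means less miR-122 activity so hits act as miR-122 inhibitors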
Active calls of the source: *; & = joins results of further samples; [ ] = remark or other dose. Compounds were not picked by outcome; any-hit rate near 4%.

Screening COc1cc(/C=N/NC(=O)C2C3CCCCC32C)cc(Br)c1O (stereo unspecified) returned Cneo AK release 11, ARNT TACC3 PPI 8 and miR122 inh -1.
COc1ccc(NC(=O)Nc2ccc3c(c2)C(=O)N([C@H](C)CO)C[C@H](C)[C@H](CN(C)Cc2ccc4c(c2)OCO4)OCCCC[C@@H](C)O3)cc1 was read as ERp5 block -6, esBAF inh -3, Cneo AK release -2, ARNT TACC3 PPI 23, SIRT5 block 0 and miR122 inh -1[16.7 µM].
COc1ccc2[nH]c(=O)c(CN(CC3CCCO3)C(=S)Nc3cccc(C)c3)cc2c1 (stereo unspecified) was read as ERp5 block 1, ARNT TACC3 PPI 0 and SIRT5 block -1.
For O=C(O)C1CCCCC1C(=O)NCCC(c1ccccc1)c1ccccc1 (stereo unspecified) the results were esBAF inh -2, Cneo AK release -1, ARNT TACC3 PPI -6, Statin myotox sup 5 and miR122 inh 4.
`Cc1ccc(C(=O)OCC(=O)NCCc2ccc(S(N)(=O)=O)cc2)o1` gave ERp5 block -2, esBAF inh 2, Cneo AK release 0, ARNT TACC3 PPI -3, Statin myotox sup -1 and miR122 inh -7.
`CCC(Oc1nc2ccccc2nc1-c1ccccc1NC(C)=O)C(=O)c1ccccc1` (stereo unspecified) gave esBAF inh -31, Cneo AK release 0 and Statin myotox sup -40.
Screening CC1=CCC2([N+](=O)[O-])CN(CC(=O)O)CC1([N+](=O)[O-])C2 (stereo unspecified) returned ERp5 block 2, ARNT TACC3 PPI -4 and SIRT5 block -1.
For COc1cc(NC(=O)[C@@H]2CCCN(S(=O)(=O)c3cccc4cccnc34)C2)cc(OC)c1OC the results were ERp5 block 0, esBAF inh 5, Cneo AK release 0, ARNT TACC3 PPI 6, SIRT5 block 2 and Statin myotox sup -6.
Screening C=CCN(C(=O)c1ccccc1)C1CCS(=O)(=O)C1 (stereo unspecified) returned ERp5 block 2, esBAF inh -2, Cneo AK release 0, ARNT TACC3 PPI -1, SIRT5 block -1, Statin myotox sup -1 and miR122 inh -5.
For CC(C)C[C@H](NC(=O)N1CC(=O)Nc2ccccc21)C(=O)N[C@@H](Cc1ccccc1)C(=O)O the results were ERp5 block -1, esBAF inh 5, Cneo AK release 0, ARNT TACC3 PPI -23, Statin myotox sup -3 and miR122 inh -5.
Screening COC(=O)c1ccc(NC(=O)CCC(=O)c2ccc(F)cc2)cc1 returned ERp5 block 0, esBAF inh 1, Cneo AK release 0, ARNT TACC3 PPI -3, SIRT5 block -5, Statin myotox sup 11 and miR122 inh -1.
For Cc1ccc(Cl)cc1N1CCN(S(=O)(=O)c2c(C)[nH]c(C)c2C(=O)N2CCCCC2)CC1 the results were ERp5 block 1, esBAF inh 2, Cneo AK release 1, ARNT TACC3 PPI 7, SIRT5 block -1, Statin myotox sup 7 and miR122 inh 1.
Screening O=C(CSc1nc2ccccc2o1)Nc1cc(C(F)(F)F)ccc1N1CCOCC1 returned esBAF inh 0, Cneo AK release -4, ARNT TACC3 PPI 0, Statin myotox sup 4 and miR122 inh -4.
For C[C@@H]1CCCCO[C@H](CN(C)S(=O)(=O)c2ccc(Cl)cc2)[C@H](C)CN([C@H](C)CO)C(=O)c2cc(NC(=O)c3ccncc3)ccc2O1 the results were ERp5 block -8, esBAF inh 4, Cneo AK release 0, ARNT TACC3 PPI 2, SIRT5 block 6 and miR122 inh 3[16.7 µM].
`C[n+]1cccc(O)c1SCc1ccccc1` gave ERp5 block -4, esBAF inh -2, Cneo AK release 1, ARNT TACC3 PPI -6, Statin myotox sup -3 and miR122 inh -1.
`O=C(C[C@H]1CC[C@H]2[C@@H](COC[C@@H](O)CN2S(=O)(=O)c2ccc(F)cc2)O1)N[C@@H]1CCN(Cc2ccccc2)C1` gave ERp5 block 2&-5, esBAF inh -1, Cneo AK release 3, ARNT TACC3 PPI -3, SIRT5 block -7&0, Statin myotox sup -8 and miR122 inh 3[16.7 µM].
Screening Cc1ccccc1OCc1nc(-c2ccc(Br)o2)no1 returned ERp5 block 5, esBAF inh 30, Cneo AK release -1, ARNT TACC3 PPI -6, Statin myotox sup -22 and miR122 inh -10.
Cc1ccc(C2=Nc3ccccc3N=C(c3ccco3)C2)c(O)c1 was read as esBAF inh 20, Cneo AK release -2, ARNT TACC3 PPI -7, Statin myotox sup 1 and miR122 inh -1.
COc1ccccc1N1CCN(C(=O)CCC(=O)N2CCN(c3ccc(F)cc3)CC2)CC1 was read as ERp5 block -1, esBAF inh -2, Cneo AK release 0, ARNT TACC3 PPI 3, SIRT5 block -6, Statin myotox sup 8 and miR122 inh -10.
COc1cccc(OCCSc2nc(N)cc(N)n2)c1 was read as esBAF inh 55*, Cneo AK release 0, ARNT TACC3 PPI 1, Statin myotox sup 0 and miR122 inh 1.
`O=C(Nc1nccs1)c1ccc(Br)s1` gave ERp5 block -7, esBAF inh inconclusive, Cneo AK release -3, ARNT TACC3 PPI 3, SIRT5 block -5, Statin myotox sup -14 and miR122 inh 5.
Screening CCOC(=O)CSc1nnc(-c2ccoc2C)n1-c1ccc(OCC)cc1 returned esBAF inh -1, Cneo AK release 1, ARNT TACC3 PPI -2, Statin myotox sup -2 and miR122 inh -7.
For COc1ccc(CSc2nnc(Cc3sc(-c4ccccc4)nc3-c3ccccc3)o2)cc1 the results were esBAF inh -5, Cneo AK release 1, ARNT TACC3 PPI 12, Statin myotox sup 96* and miR122 inh 2.
For Cc1ccc(N(CCC#N)C(=O)COC(=O)C2CCN(S(=O)(=O)c3ccc(C)c(C)c3)CC2)cc1 the results were ERp5 block -4, ARNT TACC3 PPI -4 and SIRT5 block 1.
C[C@H](CO)N1C[C@H](C)[C@@H](CN(C)CC2CCCCC2)Oc2ccc(NC(=O)C3CCCCC3)cc2C1=O was read as ERp5 block 8, esBAF inh 5, Cneo AK release -1, ARNT TACC3 PPI -2, SIRT5 block 1, Statin myotox sup 5 and miR122 inh -5[16.7 µM].
CN(C)CCCOC(=O)N1c2ccccc2C=Cc2ccccc21 was read as ERp5 block 0, esBAF inh -2, Cneo AK release 0, ARNT TACC3 PPI 2, SIRT5 block -1, Statin myotox sup 0 and miR122 inh -1.
`O=C(CCCc1nc(-c2ccc(Cl)cc2)no1)NC1CCCCC1` gave ERp5 block -1, esBAF inh -5, Cneo AK release 0, ARNT TACC3 PPI 0, SIRT5 block -2, Statin myotox sup -42 and miR122 inh -6.
For COCCNC(=O)C[C@H]1CC[C@@H](NS(=O)(=O)c2ccc(C)cc2)[C@@H](CO)O1 the results were ERp5 block -1, esBAF inh 2, Cneo AK release 1, ARNT TACC3 PPI -15, SIRT5 block -2 and Statin myotox sup 2.
For O=C(O)CCC(=O)NNC(=O)CCC(=O)NCc1ccccc1 the results were esBAF inh -7, Cneo AK release -3, ARNT TACC3 PPI -21, Statin myotox sup -3 and miR122 inh -4.
For COC(=O)c1cccc(NC(=O)c2ccc3c(c2)C(=O)N(CC2CCCO2)C3=O)c1 (stereo unspecified) the results were esBAF inh 4, Cneo AK release 13, ARNT TACC3 PPI 2 and miR122 inh -6.

Nothing new here: 3 of the compounds above.
For COCCNC(=O)C[C@H]1CC[C@@H](NS(=O)(=O)c2ccc(C)cc2)[C@@H](CO)O1 the results were ERp5 block -1, esBAF inh 2, Cneo AK release 1, ARNT TACC3 PPI -15, SIRT5 block -2 and Statin myotox sup 2.
For O=C(O)CCC(=O)NNC(=O)CCC(=O)NCc1ccccc1 the results were esBAF inh -7, Cneo AK release -3, ARNT TACC3 PPI -21, Statin myotox sup -3 and miR122 inh -4.
For COC(=O)c1cccc(NC(=O)c2ccc3c(c2)C(=O)N(CC2CCCO2)C3=O)c1 (stereo unspecified) the results were esBAF inh 4, Cneo AK release 13, ARNT TACC3 PPI 2 and miR122 inh -6.

More results follow:
Screening C[C@@H]1CN([C@H](C)CO)C(=O)c2cc(NC(=O)C3CC3)ccc2O[C@@H]1CN(C)S(=O)(=O)c1ccc(Cl)cc1 returned ERp5 block 1, esBAF inh -4, Cneo AK release 10, ARNT TACC3 PPI -4, SIRT5 block -7, Statin myotox sup -20 and miR122 inh 43[16.7 µM].
CC1=C(C(=O)OCc2ccccc2)C(c2ccsc2)C(C#N)=C(N)O1 (stereo unspecified) was read as esBAF inh -6, Cneo AK release 3, Statin myotox sup -8 and miR122 inh 3.
Screening C/C(=N\NC(=O)C1(C)CC1(Br)Br)c1ccc(NC(=O)C2CCC2)cc1 (stereo unspecified) returned ERp5 block 5, ARNT TACC3 PPI -5 and SIRT5 block -3.
`COc1cc(CN2CCCN(C)CC2)cc([N+](=O)[O-])c1O` gave ERp5 block 0, esBAF inh -1, Cneo AK release 0, ARNT TACC3 PPI -2, SIRT5 block -2, Statin myotox sup -5 and miR122 inh 7.
Screening CCOC(=O)c1[nH]c(Cc2[nH]c(C(=O)OCC)c(C)c2CCC(=O)OC)c(CCC(=O)OC)c1C returned esBAF inh -4, Cneo AK release 2, ARNT TACC3 PPI -7, Statin myotox sup 1 and miR122 inh 16.
For CC(C)(C)c1nn(-c2ccccc2)c2[nH]c(=O)c(C=O)cc12 the results were ERp5 block -3, esBAF inh 10, Cneo AK release -1, ARNT TACC3 PPI -1, SIRT5 block -3, Statin myotox sup 2 and miR122 inh 9.
O=C(COc1ccc(F)cc1)N1CCc2ccccc2C1 was read as ERp5 block -2, esBAF inh 10, Cneo AK release -8, ARNT TACC3 PPI -2, SIRT5 block 11, Statin myotox sup 10 and miR122 inh -6.
Screening O[C@H]1CN(CC2CCCCC2)[C@@H](c2ccccc2)C[C@@H]1n1cc(C2CC2)nn1 returned ERp5 block 6, esBAF inh 6, Cneo AK release 0, SIRT5 block 3, Statin myotox sup 2 and miR122 inh 1.
For NC(=O)CSc1nnc2ccc(-c3ccco3)nn12 the results were ERp5 block 1, esBAF inh -17, ARNT TACC3 PPI 8, SIRT5 block 1, Statin myotox sup 0 and miR122 inh -1.
Screening CCOC(=O)c1ccccc1NC(=O)CN(c1ccccc1OC)S(C)(=O)=O returned esBAF inh 12, Cneo AK release -1, ARNT TACC3 PPI -2, Statin myotox sup 7 and miR122 inh 6.
`NC(=O)NN=C1CCn2cccc21` gave ERp5 block 3, ARNT TACC3 PPI 2 and SIRT5 block -4.
For NC(=O)c1ccccc1NC(=O)CC12CC3CC(CC(C3)C1)C2 the results were ERp5 block 0, esBAF inh 6, Cneo AK release -2, ARNT TACC3 PPI -1, SIRT5 block -1, Statin myotox sup -6 and miR122 inh 4.
`O=C(C[C@H]1C[C@@H]2c3cc(NC(=O)Nc4ccc(F)cc4)ccc3O[C@@H]2[C@@H](CO)O1)NCC(F)(F)F` gave ERp5 block -2, esBAF inh 0, Cneo AK release -2, ARNT TACC3 PPI -9, SIRT5 block -3, Statin myotox sup 1 and miR122 inh 2[16.7 µM].
CC(C)(C)n1nnnc1C(c1cccnc1)N(Cc1ccccc1)Cc1ccco1 (stereo unspecified) was read as esBAF inh -5, Cneo AK release 0, ARNT TACC3 PPI -2, Statin myotox sup -16 and miR122 inh 23.
For COc1ccc(NC(=S)Nc2ccccc2OC)c(OC)c1 the results were ERp5 block 1, ARNT TACC3 PPI 7, SIRT5 block -4 and miR122 inh 5.
Screening CC1=CSC2=NS(=O)(=O)CCN12 returned ERp5 block 4, Cneo AK release -3, ARNT TACC3 PPI 0, SIRT5 block -4 and miR122 inh -3.
`CCn1nc(NC(=O)c2cccnc2)c2cc3cccc(C)c3nc21` gave esBAF inh -6, Cneo AK release 2, ARNT TACC3 PPI -25, Statin myotox sup -7 and miR122 inh 4.
For C[C@@H]1CN([C@H](C)CO)C(=O)c2cc(C#CC3CC3)cnc2O[C@H]1CN(C)C the results were ERp5 block -1, esBAF inh -2, Cneo AK release -3, ARNT TACC3 PPI 1, SIRT5 block -2, Statin myotox sup -9 and miR122 inh -7[16.7 µM].
